# CaV13 ICDI inh: Primary screen for inhibitors of IQ motif and Ca2+-dependent inactivation inhibitor domain binding in CACNA1D, Förster resonance energy transfer in living cells, … | HEK cells, CFP/YFP FRET ICDI-IQ, plate reader, 10 min; percent FRET-ratio fall versus neutral wells | inhibition, % at 12.3 µM | 340,000 tested, 0.098% active | AID 743397;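 active = mean replicate inhibition of at least 30% and at least 1% of replicates passing that level; inconclusive = only one of the two criteria is met; inactive = neither criterion is met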;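 also: 0% = median of the neutral control wells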
# MC4R antag cAMP: MC4R antagonists of cAMP signaling, primary screen, cell-based, TR-FRET, antagonist arm of biased-ligand search. Melanocortin receptor 4 (Homo sapiens), P32245. MC4R-expressing cells, MTII-stimulated cAMP, LANCE TR-FRET. inhibition, % at 6.5 µM. 360,000 tested, 0.48% active;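 active = inhibition above its plate's cutoff, the mean of tested wells on that plate plus 3 SD, cut at about 29% in these data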;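 also: 0% = Melanotan II alone and 100% = Melanotan II plus saturating MCL0020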
# Target sequence (P32245 whole entry, looked up): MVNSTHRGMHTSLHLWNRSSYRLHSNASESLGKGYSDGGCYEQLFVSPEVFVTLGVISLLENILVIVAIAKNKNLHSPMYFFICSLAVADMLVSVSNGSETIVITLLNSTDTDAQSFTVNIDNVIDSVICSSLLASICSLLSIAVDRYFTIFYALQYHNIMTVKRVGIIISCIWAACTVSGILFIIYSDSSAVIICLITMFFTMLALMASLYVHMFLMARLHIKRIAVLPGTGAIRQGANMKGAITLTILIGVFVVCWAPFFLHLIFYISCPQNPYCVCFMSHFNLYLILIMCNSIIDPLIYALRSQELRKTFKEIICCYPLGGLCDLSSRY
#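 material = U2OS cells stably expressing human melanocortin 4 receptor (MC4R) | also added = Melanotan II challenge | dosing = single nominal compound dose of 6.5 µM | detection = TR-FRET with Eu-cAMP and labeled anti-cAMP, 671 nm | replication = singlicate | timing = compound 30 min, challenge 1 h, detection 1 h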
# ABCB6 inh MLPCN: ABCB6 transporter inhibitors, primary screen, K562-ABCB6 cells, flow cytometry, MLPCN library | ATP-binding cassette sub-family B member 6 (Homo sapiens), Q9NP58 | K562-ABCB6 porphyrin accumulation, 1 h; stronger effect = lower value | fluorescence ratio to DMSO, % at 10 µM | 360,000 tested, 0.19% active | AID 602162, 2011;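 active = fluorescence ratio to DMSO below 75%, the collection mean minus 3 SD; inconclusive = too few cells collected in the well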;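 also: signal is porphyrin accumulated inside mitochondria; 100% equals median channel fluorescence of DMSO control wells; lower ratio means ABCB6 inhibition with less porphyrin fluorescence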
# Vif inh: HIV Vif self-association inhibitors, primary screen, imaging, HEK293T, single point; 340,000 tested, 0.35% active; inhibition, % at 7.49 µM; HEK293T cells, Vif self-association by quenched fluorescence, 24 h; in the data active = inhibition above about 50%, passing the limit was not always enough; inconclusive = no clear call, values can overlap the other calls; inactive = below about 31%; also: some results filed as inactive read as strong as hits
# HTR2A ag: mouse Htr2a agonists via beta-arrestin recruitment, primary screen, cell-based, luminescence | 360,000 tested, 0.66% active | CHO-K1 mHTR2A beta-arrestin complementation; percent of 30 µM serotonin response | 5-hydroxytryptamine receptor 2A (Mus musculus), P35363 | activation, % at 7.6 µM | AID 624169, 2012;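 active = activation above a run cutoff, the mean activation of all tested compounds plus 3 SD, cut at about 14% in these data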;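 also: 0% = plate median of compound wells and 100% = 30 µM serotonin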
# Target sequence (P35363 whole entry, looked up): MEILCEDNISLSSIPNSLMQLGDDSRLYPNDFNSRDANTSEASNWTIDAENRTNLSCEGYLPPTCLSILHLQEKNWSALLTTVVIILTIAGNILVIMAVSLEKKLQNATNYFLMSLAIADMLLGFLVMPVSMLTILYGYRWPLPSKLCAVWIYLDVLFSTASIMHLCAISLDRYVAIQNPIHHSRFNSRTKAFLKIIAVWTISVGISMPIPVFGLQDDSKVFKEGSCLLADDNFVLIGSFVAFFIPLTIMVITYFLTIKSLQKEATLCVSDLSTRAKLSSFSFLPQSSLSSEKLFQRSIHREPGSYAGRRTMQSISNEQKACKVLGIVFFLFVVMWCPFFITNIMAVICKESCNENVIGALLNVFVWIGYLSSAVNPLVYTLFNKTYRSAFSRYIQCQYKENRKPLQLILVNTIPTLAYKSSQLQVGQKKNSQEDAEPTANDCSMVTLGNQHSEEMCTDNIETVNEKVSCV
# H9c2 protect: cardioprotection against H2O2-induced cell death, primary screen, uHTS, H9c2 cells, ATPLite luminescence. protection from H2O2 cell death, % at 20 µM. H9c2 cardiomyocytes, H2O2 injury protection, 2 h. AID 588492, 2011. 360,000 tested, 0.63% active;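 active = compounds giving at least 50% protection of heart cells from peroxide-induced death in the single-dose screen, raw or plate-pattern-corrected value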;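 also: 0% = DMSO wells with peroxide and 100% = DMSO wells without peroxide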
# aDG glyco act: activators of alpha-DG glycosylation, primary screen, uHTS, Pro5-aDG cells, AlphaScreen; alpha-DG glycosylation AlphaScreen (IIH6); 0% Pro5, 100% B10-LARGE cell signal; activation, % at 10 µM; 360,000 tested, 0.22% active;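 active = activation of at least 8% versus controls, or a plate z-score of at least 8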;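 also: Pro5 are CHO cells carrying HIG-tagged alpha-DG that lacks glycosylation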
# MC4R ag barr: MC4R agonists recruiting beta-arrestin, primary screen, cell-based, luminescence, agonist arm of biased-ligand search. activation, % at 8.9 µM. 360,000 tested, 0.98% active. AID 540308, 2011. U2OS MC4R beta-arrestin complementation; percent of melanotan II response, DMSO zero;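 active = activation above a per-plate cutoff, the mean activation of sample wells on that plate plus 3 SD, cut at about 8% in these data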
# N-glyco inh: increase of ERlucT glycosylation luciferase signal, primary screen, N-linked glycosylation inhibitor project, D54 ERlucT cells, luminescence, set 2 | 360,000 tested, 0.23% active | reporter increase, % at 12.5 µM | AID 588692, 2011 | D54 ERlucT glycosylation luciferase reporter, 24 h; percent of 100 nM tunicamycin response;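 active = mean luciferase reporter signal, scaled so untreated is 0 and the glycosylation-blocking control 100, at or above a set limit in every replicate; inconclusive = mean reaches the limit but not every replicate does; inactive = mean below the limit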;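 also: luciferase carries N-glycosylation sites so blocking glycosylation raises the light; 0% = median of neutral control wells and 100% = median of 100 nM tunicamycin wells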
# PDI inh: inhibitors of human PDI, primary screen, biochemical, turbidity, single point, plate reader; Protein disulfide-isomerase (Homo sapiens), P07237; inhibition, % at 10 µM; PDI insulin aggregation turbidity, A650, 90 min; 350,000 tested, 0.052% active; AID 588391, 2011;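 active = mean inhibition across replicates of 30% or more, whatever share of single replicates reach that level; inconclusive = mean inhibition below 30% while every single replicate reaches 30%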;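 also: absorbance from insulin aggregation driven by PDI reduction with DTT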
# An asterisk follows results filed as active; ? = inconclusive; . = no result given.
SMILES,CaV13 ICDI inh,MC4R antag cAMP,ABCB6 inh MLPCN,Vif inh,HTR2A ag,H9c2 protect,aDG glyco act,MC4R ag barr,N-glyco inh,PDI inh
CCOc1ccc(C(=O)Nc2cccc3ncccc23)cc1Cl,-3,-4,105,-7,-4,-1,0.1,-1.2,1,11
CC(C)n1ncc2c(C(=O)N3CCN(Cc4cccs4)CC3)cc(C3CC3)nc21,-13,1,93,-3,3,3,-0.3,0.1,0,11
CC1(C)Cc2c(sc3[nH]c(=S)[nH]c(=O)c23)CO1,-3,28,98,-2,3,3,-0.1,-0.7,-1,-4
Cc1cc(C)c2sc(NC(=O)c3ccc(N4C(=O)CCC4=O)cc3)nc2c1,-6,1,103,-10,1,-10,0.1,-1.8,1,3
c1ccc(N/N=C(\Cc2nc3ccccc3[nH]2)c2ccccc2)cc1,-3,2,100,-4,-3,-17,0.2,-1.5,-3,1
CC(C)n1nnnc1C1c2ccccc2C(=O)N1Cc1ccccc1 (centres undefined),-7,.,95,.,-2,.,-0.1,.,.,.
Cc1cc(NC(=O)COc2ccccc2C)ccc1NC(=O)c1ccco1,-5,-6,97,-2,7,8,-0.2,-1.1,2,-12
COc1cc(Cn2c3ccc(NC(=O)CCc4ccccc4)cc3c(=O)n2C)ccc1F,-6,-14,105,-11,5,-4,0.1,-1.8,21,-4
CCCCNC(=S)N1CCN(C)CC1,-5,0,100,0,-6,-4,-0.1,-0.8,1,3
Cc1cc(F)ccc1NC(=O)C1CCCO1 (centres undefined),-1,-2,101,7,-1,8,-0.1,-1.6,2,7
Cc1ccc(S(=O)(=O)CCC(=O)Nc2cccc([N+](=O)[O-])c2)cc1,2,21,110,3,-3,3,0.3,-2.8,-1,-7
Cc1cc(C)cc(C(=O)N2CCC(C(N)=O)CC2)c1,-5,6,94,16,-1,-4,-0.1,-0.8,1,3
O=C(O)c1cccc(-c2ccc(/C=c3/sc4nc5ccccc5n4c3=O)o2)c1,-7,4,120,-16,1,12,0.0,0.2,0,-7
CC(NC(=O)c1ccncc1)C(C)(C)C (centres undefined),-8,6,100,21,-2,2,0.2,-1.6,-1,-1
O=C(NC(c1ccccc1)c1ccc2ccccc2n1)C1CCN(Cc2ccc(Oc3ccccc3)cc2)CC1 (centres undefined),-9,1,103,1,-6,-9,0.5,-2.4,-4,2
O=C(COC(=O)c1cccnc1Cl)NCC1CCCO1 (centres undefined),-2,-1,99,12,-1,0,0.0,-2.5,4,12
C=CCn1c(-c2csc(-c3ccccc3)n2)n[nH]c1=S,-6,4,93,-7,-2,-3,0.1,-1.1,1,6
Nc1ncnc2c1ncn2[C@@H]1O[C@H](CNC(=O)OC[C@@H](N)Cc2ccccc2)[C@@H](O)[C@H]1O,-6,.,96,-1,0,9,0.5,.,-1,.
Cc1c(NC(=O)c2c([N+](=O)[O-])cnn2C)c(=O)n(-c2ccccc2)n1C,-7,1,99,-25,3,-2,-0.1,-0.2,3,-4
COC(=O)CCC(=O)OC1(C)C(=O)C=C2C=C(C3CC3)N(c3ccccc3)C=C2C1=O (centres undefined),-6,5,98,-7,1,9,0.2,-1.4,1,-10
COCc1cc(N2CCCCC2)nc(-c2ccccc2)n1,-5,13,104,-3,-3,-6,0.3,0.1,-1,0
CC(C)(CO)NCC(O)COc1ccc2c(c1)CCC2 (centres undefined),-17,0,97,8,1,7,0.0,-0.5,-1,0
CCOc1ccc2nc(NC(=O)c3c([N+](=O)[O-])cnn3CC)sc2c1,-2,-1,94,-4,7,-10,-0.1,-2.7,1,-3
COc1ccc(-n2c(Cc3cccn3C)nnc2SCC(=O)N2CCCc3ccccc32)cc1,-7,2,95,8,1,4,-0.3,-1.6,0,0

# Copied from the results shown, 2 compounds:
SMILES,CaV13 ICDI inh,MC4R antag cAMP,ABCB6 inh MLPCN,Vif inh,HTR2A ag,H9c2 protect,aDG glyco act,MC4R ag barr,N-glyco inh,PDI inh
O=C(O)c1cccc(-c2ccc(/C=c3/sc4nc5ccccc5n4c3=O)o2)c1,-7,4,120,-16,1,12,0.0,0.2,0,-7
CC(NC(=O)c1ccncc1)C(C)(C)C (centres undefined),-8,6,100,21,-2,2,0.2,-1.6,-1,-1

# Later entries.
SMILES,CaV13 ICDI inh,MC4R antag cAMP,ABCB6 inh MLPCN,Vif inh,HTR2A ag,H9c2 protect,aDG glyco act,MC4R ag barr,N-glyco inh,PDI inh
CN(C)c1ccc(-c2ccnc3c2CC(C)(C(=O)Nc2ccc(Cl)c(C(F)(F)F)c2)O3)cc1 (centres undefined),-6,3,94,-2,6,0,-0.4,0.5,-6,-9
CCCc1nc2ccccc2c(=O)n1/N=C/c1ccc(O)cc1,0,6,88,0,5,-11,-0.6,-0.9,1,-4
Cc1cc(O)c(N)c(C)c1Cl,-6,-8,100,-1,-2,-18,0.4,-1.4,1,2
Cc1cc(-c2ccc(/C=N/n3cnnc3)o2)ccc1Cl,-6,-2,103,2,-7,0,0.0,-2.9,2,-2
Cc1cc(Br)ccc1NC(=S)Nc1cccc([N+](=O)[O-])c1,-15,12,100,3,6,-10,0.0,4.1,1,-9
CCN(CC)c1ccc(NC(=O)CN2CCN(c3nc(C)cc(C)n3)CC2)cc1,-2,2,105,9,-3,-4,1.1,4.9,2,-6
CC(Oc1ccccc1)C(=O)N1CCN=C1SCc1ccccc1F (centres undefined),-14,6,99,-1,1,-9,0.1,-3.2,-3,5
CCOC(=O)N1CCN(C(=O)c2ccc(CNS(=O)(=O)c3ccc(OC)cc3)cc2)CC1,.,0,87,10,5,2,0.0,-0.4,0,-18
Cc1ccccc1-n1nc(C)c2cc(C(=O)NCc3cccnc3)sc21,-8,3,103,3,-5,-4,0.3,-1.5,-9,-2
COc1ccccc1NC(=O)Nc1nc(C(N)C2CCCCC2)cs1 (centres undefined),-7,3,98,.,1,0,1.1,-0.3,-4,2
COc1ccc(NS(=O)(=O)c2ccc3c(c2)CCC(=O)N3)c(OC)c1,-7,-7,100,-5,2,0,0.4,1.2,5,9
Oc1[nH]c2ccccc2c1OCc1ccncc1,-7,4,90,-1,5,11,-0.1,-0.6,1,5

# Complete entries as entered above. Order of screens: CaV13 ICDI inh, MC4R antag cAMP, ABCB6 inh MLPCN, Vif inh, HTR2A ag, H9c2 protect, aDG glyco act, MC4R ag barr, N-glyco inh, PDI inh
# Profile of `Cc1cc(O)c(N)c(C)c1Cl` → -6, -8, 100, -1, -2, -18, 0.4, -1.4, 1, 2
# Profile of `Cc1cc(-c2ccc(/C=N/n3cnnc3)o2)ccc1Cl` → -6, -2, 103, 2, -7, 0, 0.0, -2.9, 2, -2
# Profile of `Cc1cc(Br)ccc1NC(=S)Nc1cccc([N+](=O)[O-])c1` → -15, 12, 100, 3, 6, -10, 0.0, 4.1, 1, -9
# Profile of `CCOC(=O)N1CCN(C(=O)c2ccc(CNS(=O)(=O)c3ccc(OC)cc3)cc2)CC1` → ., 0, 87, 10, 5, 2, 0.0, -0.4, 0, -18
# Profile of `Oc1[nH]c2ccccc2c1OCc1ccncc1` → -7, 4, 90, -1, 5, 11, -0.1, -0.6, 1, 5

# Four entries from above, sorted by their value in N-glyco inh, descending:
compound | N-glyco inh
Cc1cc(-c2ccc(/C=N/n3cnnc3)o2)ccc1Cl | 2
Cc1cc(O)c(N)c(C)c1Cl | 1
CCOC(=O)N1CCN(C(=O)c2ccc(CNS(=O)(=O)c3ccc(OC)cc3)cc2)CC1 | 0
CN(C)c1ccc(-c2ccnc3c2CC(C)(C(=O)Nc2ccc(Cl)c(C(F)(F)F)c2)O3)cc1 (centres undefined) | -6

# Next section:
SMILES,CaV13 ICDI inh,MC4R antag cAMP,ABCB6 inh MLPCN,Vif inh,HTR2A ag,H9c2 protect,aDG glyco act,MC4R ag barr,N-glyco inh,PDI inh
O=C(O)c1ccc2ncc(NC(=O)c3ccc(F)cc3)c(=O)n2c1,-3,0,96,-3,-1,0,-0.2,0.2,1,-1
COC(=O)c1ccc(CNC(=O)c2sccc2-c2ccccc2)cc1,-3,-4,92,-21,-4,-8,0.4,-0.1,0,2
Cc1ccc(C(=O)COC(=O)c2ccc(Cl)c(N)c2)s1,-11,5,97,8,-2,-2,0.2,-0.5,1,-8
C/C(=N\Nc1ccccn1)c1ccc(Br)s1,-3,0,89,19,-3,-7,-0.1,-0.8,3,-2
O=C(NCCOc1ccccc1Cl)C(=O)c1c[nH]c2ccccc12,-21,-4,95,-6,-4,-1,-0.1,-2.0,4,3
CN(Cc1ccccc1)C(=O)COC(=O)c1ccc(Br)o1,-3,1,98,-9,0,-4,-0.1,-0.4,0,-54
COc1ccccc1CNC(=O)C1CCC(CNS(=O)(=O)c2cccc3cccnc23)CC1 (centres undefined),-2,10,96,28,2,-1,-0.2,2.0,-1,-1
c1cncc(-c2cccnc2)c1,-6,3,97,20,8,-1,-0.1,-1.5,0,4
COCc1ccc(-c2c(-c3ccc(OC)cc3)oc(=O)c3cc(OC)c(OC)cc23)cc1,-4,7,94,-2,10,37,0.3,0.5,-1,5
O=P(Cc1cc[n+]([O-])cc1)(c1ccccc1)c1ccccc1,-5,4,110,-142,-4,3,0.2,1.2,1,-1
COc1ccc2[nH]c(C(=O)N3CCN(c4ccccc4F)CC3)c(C)c2c1,-6,17,101,-13,6,-5,0.1,1.8,-1,-7
Cc1sc2nc(SCC(N)=O)n(C)c(=O)c2c1C,-4,-11,96,4,2,-2,-0.1,-0.4,-1,-19
COc1cc(/C=C/C(=O)OCC(=O)Nc2cc(C)c(C)cc2[N+](=O)[O-])ccc1O,-4,12,97,?,2,-5,0.1,2.1,0,3
C/C(=N/NC(=O)c1nnn(-c2nonc2N)c1-c1ccccc1)c1ccncc1,-2,6,94,-11,-2,7,0.0,-1.8,0,8
CC(C)c1nc(Cl)c(C#N)c2c1CCC2,-20,10,104,4,8,-1,0.0,1.6,-4,0
CCCCCOC(=O)Cn1c(SCC(=O)Nc2ccccc2)nc2c1c(=O)[nH]c(=O)n2C,.,-4,105,1,11,5,0.8,6.9,0,4

# Bioassay records from PubChem.
